Screening data: PubChem BioAssay, several laboratories
HIV RNase H inh: blocks HIV-1 RNase H cleavage of RNA/DNA duplex | AID 565 | RT-RNase H RNA/DNA duplex cleavage, fluorescence | P04585 | inhibition, % at 10 µM | 1.9% of 65,000 active; in the data active = inhibition above about 50%
RmlCD inh mix: mixture blocks RmlC and RmlD coupled enzyme activity; RmlC/RmlD coupled enzyme inhibition, 384-well mixture HTS; inhibition, % at 5.5 µM; 0.39% of 110,000 active; AID 1532; in the data active = inhibition above about 30%, passing the limit was not always enough; also: strong numbers were not always called active
* marks the source's active call; other numbers are inactive results; . = no result given.

(1) O=C1NC2(CCCCC2)NN1c1ccccc1
(2) Cc1ccc(OC(=O)CCC(=O)OCCCC(F)(F)C(F)(F)F)cc1
(3) CCCCCCCCN=C1NC(=O)CS1
(4) O=C(CN1C(=O)c2ccccc2S1(=O)=O)NCCSc1ccccc1
(5) CCn1c(SCc2ccc([N+](=O)[O-])cc2)nnc1C(C)NC(=O)c1ccccc1Br (centres undefined)
(6) Cc1ccc(O)c(N=Nc2ccccc2)n1
(7) COc1ccc(-n2c(Cc3cccn3C)nnc2SCC(=O)Nc2ccc(C(C)=O)cc2)cc1
(8) Cc1nn(-c2nnc(C)c(=O)[nH]2)c(C)c1SCC(=O)Nc1ccc(C(C)C)cc1

assay / entry | 1 | 2 | 3 | 4 | 5 | 6 | 7 | 8
HIV RNase H inh | . | -13 | . | -12 | . | . | -52 | 18
RmlCD inh mix | 4 | 9 | 8 | 4 | 0 | 13 | 5 | .

(9) COc1ccc(CNc2nc3nc(C)c(Cl)c(C)n3n2)cc1OC
(10) CC1(OC(=O)C2CCCC2)C(=O)C=C2C=C(c3ccsc3)N(C3CC3)C=C2C1=O (centres undefined)
(11) CC12CCC(C(=O)n3c1nc1ccccc13)C2(C)C (centres undefined)
(12) CCCCNC(=O)c1ccc(S(=O)(=O)c2ccc(Cl)cc2)c(NC(C)=O)c1
(13) Cc1nc(SCC(=O)NCc2ccco2)[nH]c(=O)c1C
(14) O=C1/C(=C/c2ccccc2)CCCc2ccccc21
(15) CCC(C)NC(=O)C1=C(C)C(=O)OC12CCC(C)CC2 (centres undefined)
(16) FC(F)(F)c1cccc(NC(=S)Nc2ccc(Cl)cc2Cl)c1

assay / entry | 9 | 10 | 11 | 12 | 13 | 14 | 15 | 16
HIV RNase H inh | -3 | . | -8 | . | . | . | 3 | .
RmlCD inh mix | -6 | 15 | 9 | -8 | 14 | 3 | -12 | 74

(17) COc1ccc(C(=O)N2CCN(c3ccc(C)c(C)c3)CC2)cc1OC
(18) Cc1ccc(-n2ncc3c(NCCCn4ccnc4)ncnc32)c(C)c1
(19) COc1cccc(CNCCc2c[nH]c3ccccc23)c1OCc1ccc(F)cc1
(20) O=C(CN1CCN(C(=O)c2c(F)cccc2F)CC1)Nc1ccccc1F
(21) COc1ccc(CCNC(=O)C2CC3Cn4c(nc5ccccc54)C3N2C)cc1 (centres undefined)
(22) O=C(OCCN1CCOCC1)C(c1ccccc1)c1ccccc1
(23) CCCCn1c2c(c(=O)n(C)c1=O)C(c1ccc(OC)cc1)N1CCCCCC1=N2 (centres undefined)
(24) CN(C)/C=N/c1ncc(C(=O)c2ccc(Cl)cc2)s1

assay / entry | 17 | 18 | 19 | 20 | 21 | 22 | 23 | 24
HIV RNase H inh | -1 | 1 | . | -2 | . | -7 | -14 | .
RmlCD inh mix | . | -10 | 0 | 2 | -12 | 7 | -9 | -4

(25) CCN(CCCNC(=O)c1ccc(N2CCCC2=O)cc1)c1cccc(C)c1
(26) Cc1cc(N2CCOCC2)cc(C)[n+]1[O-]
(27) CCCOc1ccc(C2C(C(=O)c3ccc(C)o3)=C(O)C(=O)N2CCN2CCOCC2)cc1OC (centres undefined)
(28) COCCN1C(=O)c2oc3ccccc3c(=O)c2C1c1cccc(O)c1 (centres undefined)
(29) Cc1cccc(NC(=O)NCCc2c[nH]c3ccccc23)c1
(30) CC(=O)N1C(=O)C(=C2C=C(C)OC(C)=C2)c2ccccc21
(31) CCN1CCC2(CC1)C(C#N)=C(N)Oc1c2sc2nc(C)cc(C)c12
(32) CCCc1[nH]nc2c1C(/C(C)=C/c1ccccc1)C(C#N)=C(N)O2 (centres undefined)

assay / entry | 25 | 26 | 27 | 28 | 29 | 30 | 31 | 32
HIV RNase H inh | -16 | -12 | -1 | -7 | . | -57 | -11 | 7
RmlCD inh mix | -7 | -10 | 6 | 10 | -6 | -2 | -13 | 7

[33] CCOc1cc(CNCCO)c(Cl)cc1OCC(=O)NCCc1ccccc1
- HIV RNase H inh: .
- RmlCD inh mix: 8

[34] CCCCn1c(SCC(N)=O)nc2ccc(N3CCOCC3)cc2c1=O
- HIV RNase H inh: .
- RmlCD inh mix: 7

[35] COc1ccc(NC(=S)Nc2ccccc2F)c(OC)c1
- HIV RNase H inh: .
- RmlCD inh mix: -9

[36] COc1c(S(=O)(=O)N2CCN(c3ccc(F)cc3)CC2)ccc(Cl)c1Cl
- HIV RNase H inh: .
- RmlCD inh mix: -6

[37] COC(=O)Cc1n[nH]c(=O)c2ccccc12
- HIV RNase H inh: .
- RmlCD inh mix: -22

[38] COc1ccc(C(O)C(CC(=O)NCCCOC(C)C)C(=O)NCCCOC(C)C)cc1OC (centres undefined)
- HIV RNase H inh: -13
- RmlCD inh mix: .

[39] Cc1cc([N+](=O)[O-])ccc1NCc1ccc2ccccc2c1
- HIV RNase H inh: .
- RmlCD inh mix: -7

[40] O=C(CCN1C(=O)C2C3C=CC(C3)C2C1=O)Nc1ccc2ncccc2c1 (centres undefined)
- HIV RNase H inh: .
- RmlCD inh mix: -5

[41] O=C(CSc1ccccn1)N1CCN(c2cccc(Cl)c2)CC1
- HIV RNase H inh: .
- RmlCD inh mix: -1

[42] CC(=NCCc1ccccc1)C1=C(O)COC1=O
- HIV RNase H inh: 0
- RmlCD inh mix: -30

[43] Clc1ccc2nc(CN3CCCCCC3)cn2c1
- HIV RNase H inh: .
- RmlCD inh mix: -4

[44] C=CCNC(=O)N1C2=NC(C(=O)OC)=C(C(=O)OC)[C@@H]3N(Cc4ccccc4)c4ccccc4[C@]23C[C@H]1C(=O)OC
- HIV RNase H inh: .
- RmlCD inh mix: -17

[45] O=C(Cn1c(C(=O)NCCCN2CCOCC2)cc2sccc21)c1ccccc1
- HIV RNase H inh: -5
- RmlCD inh mix: -28

[46] CN1CCN(CCCNC(=O)c2ccc3c(c2)N(Cc2ccccc2)CCS3)CC1
- HIV RNase H inh: -4
- RmlCD inh mix: 38*

[47] CCOc1cc(C(=S)N2CCCC2)ccc1OCC(=O)Nc1c(C)cc(C)cc1C
- HIV RNase H inh: .
- RmlCD inh mix: 2

[48] CCCn1c(=C(C#N)C#N)s/c(=C2\C=Cc3ccccc3N2CC)c1=O
- HIV RNase H inh: -2
- RmlCD inh mix: 51

[49] CCN(CC)S(=O)(=O)N1CCC(C(=O)NC2CCCC2)CC1
- HIV RNase H inh: 1
- RmlCD inh mix: 0

[50] Cc1onc(-c2ccccc2)c1C(=O)N1CCCc2ccccc21
- HIV RNase H inh: -7
- RmlCD inh mix: 6

[51] Cc1ccc(C(C(=O)NC(C)(C)C)N(Cc2cccs2)C(=O)c2csnn2)cc1 (centres undefined)
- HIV RNase H inh: .
- RmlCD inh mix: 13

[52] COc1ccc(CNC(=O)Nc2ccc(OC)cc2)cc1
- HIV RNase H inh: 27
- RmlCD inh mix: 6

[53] CCCOc1ccccc1C1NC(=O)NC(C)=C1C(=O)OCc1ccccc1 (centres undefined)
- HIV RNase H inh: .
- RmlCD inh mix: 14

[54] COCCNC(=O)c1ccccc1-c1ccccc1C(=O)O
- HIV RNase H inh: -3
- RmlCD inh mix: 4

[55] Cc1cc(Nc2ccc(C(C)C)cc2)n2ncnc2n1
- HIV RNase H inh: -14
- RmlCD inh mix: 8

[56] COc1ccc(N(CC(=O)N/N=C/c2ccco2)S(=O)(=O)c2ccccc2)cc1
- HIV RNase H inh: .
- RmlCD inh mix: 7

[57] CCC(Sc1nccn1C)C(=O)Nc1cccc2ccccc12 (centres undefined)
- HIV RNase H inh: -17
- RmlCD inh mix: -8

[58] Cn1nc(C(F)(F)F)c(C(=O)Nc2ccc(F)cc2F)c1Sc1cccc(Cl)c1
- HIV RNase H inh: .
- RmlCD inh mix: 6

[59] COC(=O)c1ccc(NC(=O)CSc2ccccn2)cc1
- HIV RNase H inh: .
- RmlCD inh mix: 7

[60] CC(C)N1CCc2c(sc(NC(=O)c3ccc(S(=O)(=O)N4CCOCC4)cc3)c2C(N)=O)C1
- HIV RNase H inh: 2
- RmlCD inh mix: 7

[61] COc1cc(/C=C(/C(=O)c2cccs2)c2nc3ccccc3[nH]2)cc(OC)c1O
- HIV RNase H inh: .
- RmlCD inh mix: -7

[62] CCNC(=S)NNC(=O)c1cc(-c2cccc(C)c2)nc2ccccc12
- HIV RNase H inh: .
- RmlCD inh mix: -4

Two of these compounds in a different format:
Second line of a record – HIV RNase H inh	RmlCD inh mix
60	CC(C)N1CCc2c(sc(NC(=O)c3ccc(S(=O)(=O)N4CCOCC4)cc3)c2C(N)=O)C1
→ 2	7
61	COc1cc(/C=C(/C(=O)c2cccs2)c2nc3ccccc3[nH]2)cc(OC)c1O
→ .	-7

(further entries)
[63] COc1ccccc1NC(=O)C(C)N1CCN(C/C=C/c2ccccc2)CC1 (centres undefined)
- HIV RNase H inh: -18
- RmlCD inh mix: 3

[64] CC(C)(C)S(=O)(=O)c1ccccc1C(=O)O
- HIV RNase H inh: -4
- RmlCD inh mix: 5

[65] Cc1ccc(S(=O)(=O)N[C@H](C(=O)N2CCC(C(=O)N3CCC[C@H]3C(=O)O)CC2)C(C)C)cc1
- HIV RNase H inh: 3
- RmlCD inh mix: -9

[66] CCOc1ccc2nc(NC(=O)CSC3=NCCS3)sc2c1
- HIV RNase H inh: 2
- RmlCD inh mix: 9

[67] CCOC(=O)C1C(=O)NC(SC)=C(C#N)C1c1ccccc1F (centres undefined)
- HIV RNase H inh: -7
- RmlCD inh mix: -6

[68] Cc1cccc(OCCCCCn2ccnc2)c1
- HIV RNase H inh: -14
- RmlCD inh mix: 6

[69] Cc1nc(NCC2CCCO2)c2oc3ccccc3c2n1 (centres undefined)
- HIV RNase H inh: .
- RmlCD inh mix: -6

[70] O=C(NCc1ccc(F)cc1)C1CCC(=O)N1CCc1ccccc1 (centres undefined)
- HIV RNase H inh: 2
- RmlCD inh mix: -8

[71] Cn1c(=O)c2c(nc(CN3CCC(C(N)=O)CC3)n2Cc2ccccc2Cl)n(C)c1=O
- HIV RNase H inh: -3
- RmlCD inh mix: -14

[72] Cc1ccc(S(=O)(=O)N2CCOCC2)cc1C(=O)OCC(=O)Nc1ccc2c(c1)OCO2
- HIV RNase H inh: .
- RmlCD inh mix: -14

Structures listed so far that contain an aryl methoxy group:
[7] COc1ccc(-n2c(Cc3cccn3C)nnc2SCC(=O)Nc2ccc(C(C)=O)cc2)cc1
- HIV RNase H inh: -52
- RmlCD inh mix: 5

[9] COc1ccc(CNc2nc3nc(C)c(Cl)c(C)n3n2)cc1OC
- HIV RNase H inh: -3
- RmlCD inh mix: -6

[17] COc1ccc(C(=O)N2CCN(c3ccc(C)c(C)c3)CC2)cc1OC
- HIV RNase H inh: -1
- RmlCD inh mix: .

[19] COc1cccc(CNCCc2c[nH]c3ccccc23)c1OCc1ccc(F)cc1
- HIV RNase H inh: .
- RmlCD inh mix: 0

[21] COc1ccc(CCNC(=O)C2CC3Cn4c(nc5ccccc54)C3N2C)cc1 (centres undefined)
- HIV RNase H inh: .
- RmlCD inh mix: -12

[23] CCCCn1c2c(c(=O)n(C)c1=O)C(c1ccc(OC)cc1)N1CCCCCC1=N2 (centres undefined)
- HIV RNase H inh: -14
- RmlCD inh mix: -9

[27] CCCOc1ccc(C2C(C(=O)c3ccc(C)o3)=C(O)C(=O)N2CCN2CCOCC2)cc1OC (centres undefined)
- HIV RNase H inh: -1
- RmlCD inh mix: 6

[35] COc1ccc(NC(=S)Nc2ccccc2F)c(OC)c1
- HIV RNase H inh: .
- RmlCD inh mix: -9

[36] COc1c(S(=O)(=O)N2CCN(c3ccc(F)cc3)CC2)ccc(Cl)c1Cl
- HIV RNase H inh: .
- RmlCD inh mix: -6

[38] COc1ccc(C(O)C(CC(=O)NCCCOC(C)C)C(=O)NCCCOC(C)C)cc1OC (centres undefined)
- HIV RNase H inh: -13
- RmlCD inh mix: .

[52] COc1ccc(CNC(=O)Nc2ccc(OC)cc2)cc1
- HIV RNase H inh: 27
- RmlCD inh mix: 6

[56] COc1ccc(N(CC(=O)N/N=C/c2ccco2)S(=O)(=O)c2ccccc2)cc1
- HIV RNase H inh: .
- RmlCD inh mix: 7

[61] COc1cc(/C=C(/C(=O)c2cccs2)c2nc3ccccc3[nH]2)cc(OC)c1O
- HIV RNase H inh: .
- RmlCD inh mix: -7

[63] COc1ccccc1NC(=O)C(C)N1CCN(C/C=C/c2ccccc2)CC1 (centres undefined)
- HIV RNase H inh: -18
- RmlCD inh mix: 3

Only part of the results is shown; the hit share may differ from the screen's.
